Screening results deposited in PubChem by The Scripps Research Institute Molecular Screening Center.
FBW7 activator = human FBW7 E3 ligase activation, primary screen; Q969H0; AlphaScreen FBW7–phospho-cyclin E peptide binding, activator screen; normalized activity (activation), % at 26.1 µM; actives 0.13% (n = 650,000); AID 1259310; in the data active means normalized activity above about 1.9%;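 further: purified mutant Fbw7 with reduced substrate affinity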
Target sequence (Q969H0 whole entry, looked up): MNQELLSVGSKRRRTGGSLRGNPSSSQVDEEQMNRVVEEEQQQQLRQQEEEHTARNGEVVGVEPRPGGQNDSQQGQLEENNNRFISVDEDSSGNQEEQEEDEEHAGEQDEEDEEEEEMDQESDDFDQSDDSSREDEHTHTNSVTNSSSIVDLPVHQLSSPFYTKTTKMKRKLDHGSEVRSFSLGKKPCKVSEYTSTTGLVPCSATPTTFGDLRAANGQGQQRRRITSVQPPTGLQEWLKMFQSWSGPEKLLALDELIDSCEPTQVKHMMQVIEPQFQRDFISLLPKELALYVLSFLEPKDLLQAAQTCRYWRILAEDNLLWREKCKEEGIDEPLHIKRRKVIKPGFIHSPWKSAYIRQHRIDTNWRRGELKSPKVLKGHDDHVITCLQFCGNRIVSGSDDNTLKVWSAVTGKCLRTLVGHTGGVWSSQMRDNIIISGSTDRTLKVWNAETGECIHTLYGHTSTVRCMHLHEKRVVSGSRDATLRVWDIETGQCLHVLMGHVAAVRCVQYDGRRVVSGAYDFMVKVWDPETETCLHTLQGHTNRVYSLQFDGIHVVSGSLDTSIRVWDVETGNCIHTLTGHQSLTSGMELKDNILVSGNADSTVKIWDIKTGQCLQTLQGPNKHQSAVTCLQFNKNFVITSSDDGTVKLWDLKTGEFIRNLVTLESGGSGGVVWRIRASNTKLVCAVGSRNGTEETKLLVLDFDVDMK
GPR151 activ = human GPR151 activation; Q8TDV0; PathHunter beta-arrestin GPR151 cells, luminescence; activation, % at 11.2 µM; actives 1% (n = 650,000); in the data active means activation above about 4.9%;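 further: 0% = median of compound wells and 100% = cells with positive control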
Target sequence (Q8TDV0 whole entry, looked up): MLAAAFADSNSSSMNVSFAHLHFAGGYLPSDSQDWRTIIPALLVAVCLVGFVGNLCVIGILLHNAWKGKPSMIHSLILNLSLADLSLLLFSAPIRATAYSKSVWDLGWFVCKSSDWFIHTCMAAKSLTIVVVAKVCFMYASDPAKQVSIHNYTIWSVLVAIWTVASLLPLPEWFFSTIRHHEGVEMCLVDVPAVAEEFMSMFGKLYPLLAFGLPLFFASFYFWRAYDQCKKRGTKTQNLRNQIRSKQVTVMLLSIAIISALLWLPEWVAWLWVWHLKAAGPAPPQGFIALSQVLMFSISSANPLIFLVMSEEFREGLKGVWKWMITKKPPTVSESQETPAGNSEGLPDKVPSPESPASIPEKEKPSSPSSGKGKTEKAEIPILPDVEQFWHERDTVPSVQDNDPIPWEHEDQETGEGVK
TEAD-YAP inh = TEAD-YAP interaction inhibition; HEK-TIYL cells, TEAD-Gal4/YAP UAS-luciferase luminescence; inhibition, % at 9.12 µM; actives 1.4% (n = 640,000); in the data active means inhibition above about 32%;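 further: 0% = median of test compound wells and 100% = reference inhibitor wells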
MITF inh = inhibitors of human MITF; O75030; AlphaScreen MITF homodimerization, bead proximity signal; inhibition, % at 2.6 µM; actives 0.91% (n = 650,000); in the data active means inhibition above about 50%;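 further: 0% = vehicle wells with protein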
Numbers without * were called inactive; i = inactive. Rows are unselected. Share with any hit: about 3.4%.

SMILES	FBW7 activator	GPR151 activ	TEAD-YAP inh	MITF inh
COC(=O)C(O)(c1cc(C)c(NC(=O)c2ccc(F)cc2)c(C)c1)C(F)(F)F (stereo not given)	-0.2	-0.4	0	8
O=C(COC(=O)C1=COCCO1)NC1CCCCCCC1	-0.1	-0.8	-4	-13
O=C(OCc1ccc(Br)cc1)c1ccc2c(c1)OCO2	0.1	0.1	-1	1
Cc1ccc(O)c(NC(=O)CCc2ccccc2)c1	0.0	-2.2	-43	-3
Cc1nc2cc(-c3cccs3)nn2c(NCCCO)c1C	0.0	0.2	0	8
C/C(=N\NC(=O)Cc1c(C)[nH][nH]c1=O)c1ccc(-c2ccccc2)cc1	0.1	1.4	-16	1
O=C1c2ccccc2C(=O)N1Oc1ccc(C(F)(F)F)cc1[N+](=O)[O-]	0.1	0.3	5	4
CCC(=O)N(/C=C1\Sc2ccccc2C1=O)c1cccc(C)c1	0.5	-0.7	-13	20
CCOC(=O)c1nnn(-c2nonc2N)c1COc1ccc2c(c1)OCO2	-0.1	-0.3	-6	3
COC(=O)[C@@H]1C[C@@H](NC(=O)c2ccccc2OC)CN1Cc1cccc(Cl)c1	0.0	-2.2	-4	13
Cc1ccc(C(c2sc3ncnn3c2O)N2CCC(O)CC2)cc1 (stereo not given)	0.0	-2.1	-7	11
COc1cc2nc(Nc3ccncn3)nc(Nc3ccc4c(c3)OCO4)c2cc1OC	0.0	-0.6	-32	12
O=C1N/C(=C/c2ccccc2Br)C(=O)N1Cc1ccc(F)cc1	0.1	-1.5	2	-4
CCOC(=O)N1CCN(CC(=O)Nc2ccc(C)cc2)CC1	-0.2	-1.2	-5	-5
CC1CCCN(C(=O)c2ccc(N3CC4CC(C3)c3cccc(=O)n3C4)c(NC(=O)Cc3c(F)cccc3Cl)c2)C1 (stereo not given)	-0.1	-0.5	-1	8
CC(C)CC(=O)NS(=O)(=O)c1ccc(NS(C)(=O)=O)cc1	-0.1	1.9	2	7
O=C(NCCc1ccc(O)cc1)c1ccc2nc(NCc3cccnc3)sc2c1	-0.1	0.9	-1	10
Cc1ccc(CC(=O)Nc2nc(C)cs2)cc1	-0.2	3.1	-62	-3
CCN(CC)C(=O)C1CCCN(c2ncc(C(=O)NCc3cccc(C(F)(F)F)c3)s2)C1 (stereo not given)	-0.1	1.4	3	7
CCOC(=O)c1ccc(NC(=O)C2CCC(=O)N2S(=O)(=O)c2ccc(C)cc2)cc1 (stereo not given)	-0.1	-0.7	8	6
c1ccc(OCCNc2nc(Nc3ccncn3)nc3c2ncn3C2CCCCC2)cc1	0.0	0.4	-12	4
COCCN1CCCc2ccc(NC(=O)c3ccc(OC)cc3)cc21	-0.2	-1.8	-52	22
COc1ccccc1-c1[nH]ncc1CNCc1ccco1	-0.4	0.5	-16	-3
Cc1ccc(NC(=O)C2CC(=O)N(c3ccccc3Cl)C2)cc1 (stereo not given)	0.2	0.4	9	0
O=C(CCl)N(C1CCCCC1)C1CCS(=O)(=O)C1 (stereo not given)	0.2	0.9	70*	0

Some of these compounds in order of molecular weight, largest number first:
SMILES	FBW7 activator	GPR151 activ	TEAD-YAP inh	MITF inh
CC1CCCN(C(=O)c2ccc(N3CC4CC(C3)c3cccc(=O)n3C4)c(NC(=O)Cc3c(F)cccc3Cl)c2)C1 (stereo not given)	-0.1	-0.5	-1	8
O=C1c2ccccc2C(=O)N1Oc1ccc(C(F)(F)F)cc1[N+](=O)[O-]	0.1	0.3	5	4
C/C(=N\NC(=O)Cc1c(C)[nH][nH]c1=O)c1ccc(-c2ccccc2)cc1	0.1	1.4	-16	1
Cc1ccc(C(c2sc3ncnn3c2O)N2CCC(O)CC2)cc1 (stereo not given)	0.0	-2.1	-7	11
CC(C)CC(=O)NS(=O)(=O)c1ccc(NS(C)(=O)=O)cc1	-0.1	1.9	2	7
COc1ccccc1-c1[nH]ncc1CNCc1ccco1	-0.4	0.5	-16	-3
Cc1ccc(CC(=O)Nc2nc(C)cs2)cc1	-0.2	3.1	-62	-3

Carrying on.
SMILES	FBW7 activator	GPR151 activ	TEAD-YAP inh	MITF inh
Cc1cc2nc(CSc3nc4sc5c(c4c(=O)n3C)CCCC5)cc(=O)n2o1	0.1	-0.9	-5	i
Cc1cc(C)cc(NC(=O)CCCn2c3ccccc3c(=O)c3ccccc32)c1	0.2	-0.7	19	-9
C#CCN(Cc1c(C(=O)N2CCOCC2)nc2c(C)cccn12)C1CCCCC1	0.2	0.2	-1	7
CC1CC(C)CN(C(=O)c2cn(-c3ccc(Cl)cc3)c(=O)c3ccccc23)C1 (stereo not given)	-0.1	-0.1	11	18
O=C(Nc1ccc(Cl)cc1[N+](=O)[O-])c1ccco1	-0.8	-0.2	-18	5
Cc1nonc1OCCCNc1ccc([N+](=O)[O-])cc1	0.9	-1.3	17	4
CCOC(=O)C1=C(C)NC2=C(C(=O)CC(C)(C)C2)C1c1ccc(OCc2ccccc2)cc1 (stereo not given)	-0.1	1.7	5	5
COc1ccc(/C=C2\N=C(c3ccc(Cl)c(Cl)c3)OC2=O)cc1	-0.1	-0.3	8	-11
Cc1ccc(Oc2coc3cc(OC(=O)c4c(-c5ccccc5)nn(-c5ccccc5)c4Cl)ccc3c2=O)cc1	0.1	-0.6	-3	10
O=C(NCc1ccc(F)cc1)c1ccc(N2CCc3ccccc32)c([N+](=O)[O-])c1	-0.6	-0.1	9	7
CCOC(=O)c1c(C)oc(NC(=O)c2ccc([N+](=O)[O-])cc2Cl)c1C#N	-0.1	1.1	2	54*
CCOC(=O)c1c(NC(=O)CSc2cc(C)c3ccc(OC)cc3n2)sc(C(=O)OC)c1C	0.1	-0.4	-12	-1
CCCc1cc(=O)n(-c2ccc(F)cc2)[nH]1	0.0	3.4	0	13
O=C(COC(=O)c1c2c(nc3ccccc13)CCCC2)c1ccc(Cl)cc1Cl	0.1	-0.6	3	10
CCOC(=O)c1c(NC(=O)c2ccccc2Br)sc2c1CCC(C)C2 (stereo not given)	-0.2	0.2	-1	5
COCCNC(=O)c1cccc(NS(=O)(=O)c2ccc(Cl)cc2)c1	-0.1	1.4	7	-4
CN(C)C(=O)c1ccc(N2CCC(N3CCN(C4CCc5ccccc5C4)CC3)CC2)cc1 (stereo not given)	0.0	-0.2	-3	-17
CC(C)N(C(=O)CSc1nnc(N)s1)c1ccccc1	0.6	0.1	8	17
Cc1nc2ccccc2nc1CN1CCN(CCC(C)C)C(CCO)C1 (stereo not given)	-0.2	0.8	-10	0
COc1cccc(C2C(C(=O)Nc3ccc(C)cc3C)=C(C)Nc3nnnn32)c1OC (stereo not given)	0.0	-0.4	15	9
N#Cc1c(N)n(Cc2ccc(Cl)cc2)c2nc3ccccc3nc12	-0.1	0.0	2	-3
COC(=O)c1ccccc1OCCCOc1ccc(C)cc1OC	0.5	-1.9	-12	13
COc1cc(/C=C2\C(=O)NC(=O)N(c3ccc([N+](=O)[O-])cc3)C2=O)cc(Cl)c1O	0.7	0.6	1	6
CCOC(=O)c1c(N)n(-c2ccc(N(C)C)cc2)c2nc3ccccc3nc12	0.2	2.4	1	-5
Cc1ccccc1NC(=O)c1ccc(S(=O)(=O)Nc2cccc(F)c2)c(C)c1	-0.1	0.9	1	10

(list continues)
SMILES	FBW7 activator	GPR151 activ	TEAD-YAP inh	MITF inh
CC(C)c1ccc(NC(=O)CSc2nc3ccsc3c(=O)n2CCC(=O)O)cc1	0.0	-0.4	-1	14
CC1=C(C(=O)Nc2cccc(C(F)(F)F)c2)C(c2ccc(OCC(N)=O)cc2)NC(=O)N1 (stereo not given)	0.2	0.2	15	13
CS(=O)(=O)NCc1ccc(C(=O)NCCOc2ccccc2)cc1	-0.1	1.3	-57	2
COc1ccc(OC)c(C2CC(=O)C3=C(C2)NC(=O)CC3c2ccc(C)cc2)c1 (stereo not given)	0.6	-0.2	-3	25
O=C(NCc1ccco1)c1ccc2c(=O)n(Cc3ccccc3Cl)c(=S)[nH]c2c1	0.8	-3.0	-9	-13
CC1CC(C)(C)NC(=S)N1CC(=O)N1CCN(Cc2ccc3c(c2)OCO3)CC1 (stereo not given)	-0.1	3.4	4	-2
CN(CC(=O)NCc1ccco1)S(=O)(=O)c1ccc(Br)cc1	0.2	0.5	-1	6
O=C1c2ccc([N+](=O)[O-])cc2C(=O)N1c1cccc2ccccc12	0.6	-0.8	10	-6
CN1CCN(C(=O)c2ccc(-c3nc(NC4CC4)c4ncn(C5CCCCC5)c4n3)cc2)CC1	0.1	1.9	-3	12
COCCN1C(=O)C2C(C(=O)Nc3ccc(C)c(C)c3)C3C=CC2(O3)C1C(=O)NC1CCCC(C)C1C (stereo not given)	-0.2	-0.9	-2	-4
CCOC(=O)c1c(NC(=O)Nc2ccc(Cl)c(Cl)c2)sc2c1CCCCC2	0.2	-0.8	-13	-5
O=C1N=C(c2ccccc2)SC1c1ccccc1 (stereo not given)	0.1	-1.5	-51	17
CCn1cc(C(=O)O)c(=O)c2cc(F)c(N3CCN(C(=S)NC(=O)c4ccc5c(c4)OCO5)CC3)cc21	0.0	0.6	20	3
O=C1C/C(=C/NCCc2ccc(O)cc2)C(=O)N1	0.0	-1.7	8	-7
COc1ccc(S(=O)(=O)N2CCc3ccccc3C2)cc1I	0.2	0.3	9	10
CC(=O)C1C(=O)CC(C)(C)C(Cl)C1=O (stereo not given)	-0.1	-0.5	7	5
O=C(O)CCCNC(=O)/C(=C/c1ccccc1)NC(=O)c1ccc(Br)cc1	0.0	0.2	-9	-9
O=c1[nH]cnc2c1nnn2Cc1ccccc1	0.1	0.9	3	11
COc1ccc(/C=C/C(=O)Oc2ccccc2C(=S)N2CCCCC2)cc1OC	0.0	0.6	4	11
CNC(=O)NC(=O)CSc1ncnc2sc(-c3ccccc3)cc12	0.0	0.4	3	10
Cn1c(CSc2nc3ccccc3s2)nnc1SCC(=O)N1CCCC1	-0.1	-0.9	26	-7
COc1ccc(C2CC(c3cccs3)=NN2C(=O)CSc2nnc(CNC(=O)c3cccc(OC)c3)n2-c2cccc(C)c2)cc1 (stereo not given)	0.1	0.3	3	11
O=C1NC(=S)S/C1=C\c1ccc2c(c1)OCO2	0.1	-0.5	-2	10
O=[N+]([O-])c1cc(C(F)(F)F)ccc1Oc1ccccc1Cc1ccccc1	-0.2	-1.3	10	7
Cc1ccc2c(c1)cc(CN(C(=O)Nc1ccccc1)C1CCCC1)c1nnnn12	0.0	0.1	0	5

Following part
SMILES	FBW7 activator	GPR151 activ	TEAD-YAP inh	MITF inh
O=C1NC(=O)C(Cc2ccccc2F)(C2CCN(Cc3ccc4c(c3)CCO4)CC2)N1 (stereo not given)	0.0	1.2	8	10
O=C(O)CC(=O)Nc1ccccc1	0.0	0.4	-12	-6
COc1ccc(Br)c(/C=N/NC(=O)COc2cccc3cccnc23)c1	-0.1	0.6	8	-1
CCN(C(=O)COc1ccc([N+](=O)[O-])cc1)c1ccccc1	-0.1	1.1	5	17
CC1Cc2ccccc2N1C(=O)CSc1nnc(NC(=O)C(C)(C)C)s1 (stereo not given)	-0.1	-1.2	0	0
COCCCNC(=O)C1c2cc(OC)c(OC)cc2C(=O)N(C)C1c1ccc(OC)c(OC)c1 (stereo not given)	0.2	-1.0	-1	1
Cc1c(C(=O)Nc2cnc3ccccc3c2)sc2ncn(CC(=O)N3CCOCC3)c(=O)c12	-0.1	3.8	-48	3
CCN(CC)Cc1cc(CN[C@H]2C[C@H]3C(=O)N[C@H](C(C)C)C(=O)N3C2)ccc1OC	1.0	2.0	-8	6
O=C(CCC(=O)c1ccc(F)cc1)NNC(=O)Cn1nnc(-c2ccccc2)n1	0.2	0.4	0	-5
CCCC(=O)Nc1cc(C(=O)O)ccc1Sc1ccccc1	-0.1	1.2	-3	4
CC1(C)Cc2nc3sc4c(SCC(N)=O)ncnc4c3cc2CO1	0.5	-0.3	-20	14
O=[N+]([O-])/C=C1\NCCN1C/C=C/Cl	0.3	0.1	-3	18
COc1cc(NC(=O)c2sc3nc(C)nc(N4CCC(C)CC4)c3c2C)cc(OC)c1OC	-0.2	1.5	2	-2
CCOc1ccc(CN2CCN(S(=O)(=O)c3ccc(Cl)cc3)CC2)cc1OC	0.0	0.3	-3	20
CCn1c(-c2ccccc2)nn(CN2CCCCC2)c1=S	0.1	-0.6	4	11
COc1ccc(-n2ccnc2SCC(=O)NO)cc1	-0.2	1.5	-15	3
CCOC(=O)N1CCC(N(CCN(C)C)C(=S)Nc2cccc(Cl)c2)CC1	0.0	-0.2	-1	-2
CCN(CC)c1nc(NCCO)nc(NCCCN2CCCC2=O)n1	0.3	-0.3	-1	13
CC1CCc2sc3ncnc(N4CCN(Cc5ccc(Cl)c(Cl)c5)CC4)c3c2C1 (stereo not given)	0.2	-0.8	10	13
CCOc1cc(/C=C2/NC(=O)N(CC(=O)Nc3cccc(C)c3)C2=O)ccc1OC	0.0	1.1	-4	9
Cc1cc(C)c(C)c(C2=NON3N(C(=O)c4cccs4)c4ccccc4N23)c1C	0.0	0.7	-3	2
O=C(NC12CC3CC(CC(C3)C1)C2)c1cccc([N+](=O)[O-])c1	-0.1	1.8	6	10
O=C(Nc1ccc(Cl)cc1Cl)c1nn2c(C(F)(F)F)cc(-c3ccccc3)nc2c1Br	0.3	1.2	3	-3
COC(=O)c1ccc(CSc2nc(N)cc(=O)[nH]2)cc1	0.4	0.9	7	0
Nc1noc2c1C(C1CC=CCC1)C1=C2CCCC1=O (stereo not given)	-0.2	-0.6	7	-10

A portion taken from the entries so far, as a working copy:
SMILES	FBW7 activator	GPR151 activ	TEAD-YAP inh	MITF inh
COC(=O)C(O)(c1cc(C)c(NC(=O)c2ccc(F)cc2)c(C)c1)C(F)(F)F (stereo not given)	-0.2	-0.4	0	8
O=C(COC(=O)C1=COCCO1)NC1CCCCCCC1	-0.1	-0.8	-4	-13
